# Pin1 inh: human Pin1 inhibition; 0.009% of 390,000 active; Pin1 FP peptide displacement, HiFluor488, 10 min; Potency, µM (highest dose often 115 µM), for the others: top-dose activity, negative = inhibition, most hits filed as inhibitors; Q13526; active = well fitted inhibition curve with a large enough effect in the polarisation, with a control signal flat, not every such curve was filed as active; inconclusive = small, poorly fitted or top-dose-only effect, or effect the other way, or a change in a side signal; inactive = no such curve, though single readings can be large or run the other way; the % refers to the polarisation; note: potency is the fitted concentration of half-maximal effect; % is set by controls: 0 for no effect and ±100 for the full control effect
# JMJD2A Tudor: blocks the human JMJD2A Tudor domain | AlphaScreen JMJD2A-Tudor / H3K4me3 peptide binding | Potency, µM (titrated, usually from 114 µM), without a hit: at the top dose activity change, negative = inhibition, actives largely listed as inhibitors | O75164 | 4.4% of 390,000 active | AID 504339; note: potency is the fitted concentration of half-maximal effect; % is set by controls: 0 for no effect and ±100 for the full control effect; nearly all actives have a fitted effect of over 50% in size
# HP1b chromo inh: inhibitors of HP1-beta chromodomain binding to methylated histone tails; AID 540317; 0.56% of 390,000 active; Potency, µM (titrated, usually from 114 µM), without a hit: at the top dose activity change, negative = inhibition, hits mostly inhibitors; AlphaScreen HP1-beta / biotin-H3K9me3 peptide binding; P83916; note: potency is the fitted concentration of half-maximal effect; nearly all actives have a fitted effect of over 70% in size; inactives centre near 23
#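 Compound inhibition of the preformed complex between 50 nM HP1-beta and 50 nM biotinylated H3K9me3 peptide was read by AlphaScreen. Buffer was PBS pH 7.4 with 0.01% Tween-20. Incubations ran 30 min at room temperature, with 10 ug/mL donor/acceptor beads.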
# BAZ2B block: blocks human BAZ2B; Q9UIF8; AlphaScreen BAZ2B-H3K14Ac peptide displacement; 4.4% of 360,000 active; AID 504333; Potency, µM (doses to about 114 µM), without a hit: at the highest dose activity change, negative = inhibition, usual class: inhibitors; note: potency is the fitted concentration of half-maximal effect; % is set by controls: 0 for no effect and ±100 for the full control effect; nearly all actives have a fitted effect of over 60% in size
#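 BAZ2B 50 nM plus b-H3(5-23)K14Ac 50 nM, PBS pH 7.4/0.01% Tween-20, 30 min RT; compound added (max 110 uM), 30 min RT; streptavidin donor/Ni-chelate acceptor beads 10 ug/mL final, 20 min dark; AlphaScreen read.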
# Tb PGK inh: T. brucei PGK inhibition | P07378 | PGK/GAPDH coupled, Kinase-Glo luminescence, 60 min | AID 602233 | Potency, µM (doses to about 57.5 µM), for inactives: at the highest dose activity change, negative = inhibition, most hits filed as inhibitors | 0.043% of 380,000 active; note: potency is the fitted concentration of half-maximal effect; % is set by controls: 0 for no effect and ±100 for the full control effect; nearly all actives have a fitted effect of over 60% in size
# Target sequence (P07378 whole entry, looked up): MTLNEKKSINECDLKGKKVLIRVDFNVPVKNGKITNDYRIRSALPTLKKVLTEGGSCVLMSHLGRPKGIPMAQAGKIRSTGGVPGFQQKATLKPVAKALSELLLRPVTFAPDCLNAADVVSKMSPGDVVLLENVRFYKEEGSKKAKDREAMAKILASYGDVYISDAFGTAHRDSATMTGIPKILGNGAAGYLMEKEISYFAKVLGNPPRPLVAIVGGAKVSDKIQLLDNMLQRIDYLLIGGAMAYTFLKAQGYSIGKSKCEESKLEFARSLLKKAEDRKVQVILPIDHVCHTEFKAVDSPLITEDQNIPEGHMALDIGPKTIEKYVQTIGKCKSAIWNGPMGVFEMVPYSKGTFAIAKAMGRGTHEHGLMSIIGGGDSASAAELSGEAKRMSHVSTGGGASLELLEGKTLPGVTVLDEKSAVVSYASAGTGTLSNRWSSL
#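 Recombinant glycosomal PGK reaction used 1,3-bisphosphoglycerate generated in-well by GAPDH (100nM final) in 100mM TEA pH 7.6, 5mM MgCl2, 0.01% Tween-20. After 60 minutes at room temperature, ATP was read by Kinase-Glo Plus luminescence end-point.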
# G9a block: blocks human histone lysine methyltransferase G9a. Potency, µM (titrated, usually from 102 µM), for the others: at the top dose activity, negative = inhibition, usual class: inhibitors. Q96KQ7. G9a H3K9 monomethylation, AlphaScreen, 2 h. 8.8% of 350,000 active; note: potency is the fitted concentration of half-maximal effect; % is set by controls: 0 for no effect and ±100 for the full control effect; nearly all actives have a fitted effect of over 75% in size
#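 Compounds were preincubated with 20 nM G9a for 15 min, after which biotinylated H3K9 peptide (500 nM) and SAM (20 uM) started a 2 h room-temperature reaction. Monomethylated product was quantified by antibody-based AlphaScreen chemiluminescence.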
# GLS inh: inhibitors of human glutaminase (GLS); O94925; GLS enzymatic activity, qHTS titration; Potency, µM (doses to about 45.5 µM), for the others: at the top dose activity change, negative = inhibition, actives largely listed as inhibitors; 0.21% of 410,000 active; note: potency is the fitted concentration of half-maximal effect; % is set by controls: 0 for no effect and ±100 for the full control effect
# Target sequence (O94925 whole entry, looked up): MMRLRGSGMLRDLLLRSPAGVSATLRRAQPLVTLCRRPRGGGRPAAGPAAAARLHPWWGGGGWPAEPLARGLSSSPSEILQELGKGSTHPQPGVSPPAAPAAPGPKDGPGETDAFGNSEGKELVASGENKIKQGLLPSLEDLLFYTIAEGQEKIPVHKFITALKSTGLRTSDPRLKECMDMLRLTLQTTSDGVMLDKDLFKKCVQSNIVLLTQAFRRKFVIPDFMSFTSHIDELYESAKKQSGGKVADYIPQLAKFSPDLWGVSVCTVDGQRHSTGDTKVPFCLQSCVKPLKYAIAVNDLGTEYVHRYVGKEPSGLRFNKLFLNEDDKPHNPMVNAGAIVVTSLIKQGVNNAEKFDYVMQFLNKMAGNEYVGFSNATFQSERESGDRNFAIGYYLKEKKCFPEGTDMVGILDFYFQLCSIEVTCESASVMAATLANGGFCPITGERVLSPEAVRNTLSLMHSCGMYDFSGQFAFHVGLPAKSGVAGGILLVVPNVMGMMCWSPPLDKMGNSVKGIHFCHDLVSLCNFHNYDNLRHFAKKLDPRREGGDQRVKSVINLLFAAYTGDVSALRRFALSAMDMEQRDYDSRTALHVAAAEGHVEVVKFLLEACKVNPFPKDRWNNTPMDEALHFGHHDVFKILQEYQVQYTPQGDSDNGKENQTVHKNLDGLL
#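 hKGA; 45 mM KH2PO4 pH 8.2 + 0.02% Tween-20; cpd via pin tool; 1 mM Gln soln; GluOx/HRP/Amplex Red; RT 30 min; fluor. t0 & final.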
# Pol eta inh: DNA polymerase eta (human) inhibition; Q9Y253; recombinant Pol eta, fluorescent DNA replication assay; Potency, µM (highest dose often 114 µM), for the others: at the highest dose activity change, negative = inhibition, hits mostly inhibitors; 1.2% of 390,000 active; AID 588591; note: potency is the fitted concentration of half-maximal effect; % is set by controls: 0 for no effect and ±100 for the full control effect
#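 Pol eta (10 nM) was preincubated with compounds for 15 min at room temperature, after which fluorescent replication substrate (50 nM final) was added to start the reaction. Fluorescence was read kinetically at 0 and 10 min.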
# PI4K2A block: blocks human PI4K2A kinase activity | Q9BTU6 | purified PI4K2A, ADP-Glo luminescence, 1 h; stronger effect = lower value | activity change, negative = inhibition, % at 76.9 µM | 0.13% of 420,000 active | AID 1346378; in the data active = activity change below about -50%; inconclusive = mostly about -30% to -49%;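 note: -100% = wells without enzyme as full effect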
#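 Compounds are screened against recombinant PI4K2A using PI as substrate and ATP, the latter dispensed at 300 microM. Reactions run one hour at ambient temperature before ADP-Glo detection; full inhibition defined by wells lacking enzyme.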
# * hit, by the source's call; i = inactive; ? = inconclusive; · = not tested or not shown; [ ] = remark or other dose. Unless noted, calls come from the whole dose curve; as a rule, active = well fitted curve in the direction sought with a large enough effect; inconclusive = small, poorly fitted or top-dose-only effect, or another doubt; inactive = no such curve, though single readings can be large; an effect the other way counts as inactive or inconclusive. These rows are one share of the data; rates above refer to the full screens.
entry	Compound	Pin1 inh	JMJD2A Tudor	HP1b chromo inh	BAZ2B block	Tb PGK inh
1	O=C(c1ccc(Cl)c(S(=O)(=O)N2CCOCC2)c1)N(c1ccccn1)C1CCCCC1	-5%	-32%	7%	-6%	-8%
2	CC(C)(C)c1ccc(C(=O)Nc2ccc(CN3CCS(=O)(=O)CC3)cc2)cc1	-3%	-17%	30%	-9%	i
3	Cc1ccc(S(=O)(=O)N(C)CCN(C)S(=O)(=O)c2ccc(C)cc2)cc1	-1%	-2%	22%	·	7%
4	COc1ccc(CCN(Cc2cc3ccc(C)cc3n3nnnc23)C(C)=O)cc1OC	0%	11µM*	-7%	5%	-5%
5	CCOc1ccc(CCNC(=O)c2cn(-c3ccc(OC)cc3)c(=O)c3ccccc23)cc1OCC	?	?	0%	-12%	-3%
6	C[C@H]1CN(C2CCCCC2)C(=O)[C@@H]1CC(=O)NCc1ccccc1	1%	-10%	30%	-2%	2%
7	COc1ccc(C(C(=O)NCc2ccccc2)N(Cc2cccs2)C(=O)c2cnccn2)cc1 (stereo not drawn)	-10%	-11%	24%	-6%[57.1 µM]	-1%
8	CCCCCCCC(=O)N/N=C/c1ccco1	-7%	-14%	33%[activator]	1%[57.1 µM]	0%
9	Clc1ccc(OCc2nn3c(-c4ccncc4)nnc3s2)cc1	-2%	-19%	26%	7%	3%
10	COc1cc(OC)c(C(=O)/C=C/c2ccccc2)c(O)c1O	-13%	?	-23%	?	i
11	CC(C)NC(=O)CSc1nc(N)c(NC(=O)c2ccccc2F)c(=O)[nH]1	0%	-6%	32%	-2%	2%
12	O=C(Nc1cccc(F)c1)c1cc(S(=O)(=O)NCCC2=CCCCC2)ccc1F	-5%	-8%	41%[activator]	2%	-10%

entry	G9a block	GLS inh	Pol eta inh	PI4K2A block
1	-35%	-11%	-7%	5
2	-29%	-4%	-10%	7
3	·	4%	-10%	-2
4	-15%	-17%	-11%	-3
5	-5%[59 µM]	4%	-19%	-5
6	?	-1%	-11%	-1
7	25%	-2%	-13%	2
8	-11%	4%	-6%	-2
9	-11%[2.33 µM]	0%	-10%	3
10	-16%[12.7 µM]	12%	?	-5
11	-13%[59 µM]	61%[activator]	-25%	-2
12	-5%[59 µM]	2%	-25%	-2

# Next part.
entry	Compound	Pin1 inh	JMJD2A Tudor	HP1b chromo inh	BAZ2B block	Tb PGK inh
13	Nc1nc(N)nc(-c2cc([N+](=O)[O-])ccc2O)n1	?	?	165%[activator]	0%	-4%
14	O=C(CSc1nnc(CNc2ccc(Cl)cc2)n1Cc1ccccc1)NCc1ccco1	?	?	-6%	-35%	-6%
15	NC(=O)C1CCN(C(=O)c2ccc(NC3=NC4CS(=O)(=O)CC4S3)cc2)CC1 (stereo not drawn)	3%	-13%	25%	11%	0%
16	COc1ccc2[nH]c(=O)c(CN(Cc3ccco3)C(=O)c3ccccc3)cc2c1	-3%	-29%	32%	11%	-9%
17	Cc1cccc(N2CC(C(=O)Nc3cccc(S(=O)(=O)N4CCCCC4)c3)CC2=O)c1C (stereo not drawn)	-1%	-30%	1%	-5%	-11%
18	N/C(=N\OC(=O)/C=C/c1ccccc1Cl)c1cccnc1	-4%	2%	31%[activator]	3%	-8%
19	O=C1C2=C(Nc3ccccc3SC2c2ccco2)c2ccccc21 (stereo not drawn)	13%	35µM*	22µM*	35µM*	7%
20	O=[N+]([O-])c1ccc(-c2c(O)c3ccccc3c3nc4ccccc4nc23)cc1	-1%	-1%	50%[activator]	-31%	-8%
21	O=C(Nc1ccsc1C(=O)O)c1ccc(Cl)cc1	-2%	6%	39%	-12%	-6%
22	COc1ccc(N2CCN(CC(=O)N3CCC(C)CC3)CC2)cc1	0%	-19%	-1%	-3%	-4%
23	COc1cc(/C=N/NC(=O)c2ccc(F)cc2)ccc1OC(=O)c1ccco1	0%	-18%	12%	0%	-3%
24	NS(=O)(=O)c1ccc(CCNC(=O)NC2(C(F)(F)F)Oc3ccccc3O2)cc1	6%	-14%	25%	3%	0%

entry	G9a block	GLS inh	Pol eta inh	PI4K2A block
13	4%[0.501 µM]	3%	-17%	-20
14	-9%[59 µM]	33%	10%	7
15	11%	-1%	-9%	2
16	0%	-4%	-7%	-17
17	-10%[59 µM]	-2%	-18%	2
18	7%	-8%	-4%	-1
19	?	7%	-11%	-17
20	0%	-7%	-5%	4
21	-23%	-21%	-18%	-13
22	?	49%[activator]	-2%	0
23	-4%[59 µM]	12%	-2%	2
24	?	10%	4%	-1

# An excerpt of these results, tab-delimited:
No.	Compound	Pin1 inh	JMJD2A Tudor	HP1b chromo inh	BAZ2B block	Tb PGK inh	G9a block	GLS inh	Pol eta inh	PI4K2A block
13	Nc1nc(N)nc(-c2cc([N+](=O)[O-])ccc2O)n1	?	?	165%[activator]	0%	-4%	4%[0.501 µM]	3%	-17%	-20
21	O=C(Nc1ccsc1C(=O)O)c1ccc(Cl)cc1	-2%	6%	39%	-12%	-6%	-23%	-21%	-18%	-13

# Pulled by structure from the list above:
entry	Compound	Pin1 inh	JMJD2A Tudor	HP1b chromo inh	BAZ2B block	Tb PGK inh
24	NS(=O)(=O)c1ccc(CCNC(=O)NC2(C(F)(F)F)Oc3ccccc3O2)cc1	6%	-14%	25%	3%	0%
15	NC(=O)C1CCN(C(=O)c2ccc(NC3=NC4CS(=O)(=O)CC4S3)cc2)CC1 (stereo not drawn)	3%	-13%	25%	11%	0%

entry	G9a block	GLS inh	Pol eta inh	PI4K2A block
24	?	10%	4%	-1
15	11%	-1%	-9%	2

# Next section:
entry	Compound	Pin1 inh	JMJD2A Tudor	HP1b chromo inh	BAZ2B block	Tb PGK inh
25	C=CCS/C(=N\n1cnc2ccccc2c1=O)N(CC)CC	-1%	-9%	13%	-4%	-1%
26	CC(=O)N1CCCc2ccc(NS(=O)(=O)c3ccc(C)cc3)cc21	4%	-8%	27%	-26%	-6%
27	COC(=O)CC1COc2ccccc2N1C(=O)c1ccc(Cl)cc1 (stereo not drawn)	3%	-1%	30%	-4%	-7%
28	Cc1ccc(NC(=O)CNC(=O)c2cccc(Cl)c2)nc1	3%	-3%	23%	2%	5%
29	COc1ccc2c(CC(=O)NC(Cc3ccc(Cl)cc3)C(=O)O)cc(=O)oc2c1C (stereo not drawn)	1%	-11%	17%	3%	-3%
30	O=C(C1CC(=O)N(c2ccc(Br)cc2)C1)N1CCCC1 (stereo not drawn)	-5%	-3%	16%	-15%	i
31	CCCCN(CC)C(=O)c1cc2c(=O)n3cccc(C)c3nc2n1C	-6%	-4%	34%	0%	-3%
32	COc1ccc(NC(=O)c2cnc(C)cn2)cc1-n1cnnn1	7%	-18%	42%	5%	i
33	O=[N+]([O-])c1ccc(-c2ncc(-c3ccc(Br)cc3)o2)cc1	15%	-16%	-27%	-32%	i
34	O=C(O)C(c1ccccc1)N1C(=O)/C(=C\c2ccc(-c3ccccc3Cl)o2)SC1=S (stereo not drawn)	?	20µM*	?	18µM*	11µM*
35	O=C(Nc1ncc(Cc2ccc(C(F)(F)F)cc2)s1)c1ccc(-c2cccc([N+](=O)[O-])c2)o1	-1%	-27%	?	-33%	-4%
36	COc1cccc(-c2nc(CS(=O)(=O)CC(=O)N3CCN(C4CCCCC4)CC3)c(C)o2)c1	-7%	-22%	8%	-5%	0%

entry	G9a block	GLS inh	Pol eta inh	PI4K2A block
25	1%	6%	?	-3
26	-18%	-1%	-14%	6
27	35%[activator]	0%	-9%	2
28	10%[0.501 µM]	2%	-3%	-6
29	5%	7%	-11%	-2
30	?	11%	-9%	-1
31	7%[59 µM]	1%	-9%	-2
32	-3%[59 µM]	4%	-7%	0
33	-28%	8%	-9%	0
34	40µM*	-4%	40µM*	2
35	?	4%	-24%	-3
36	?	4%	-11%	-2

# Continued.
entry	Compound	Pin1 inh	JMJD2A Tudor	HP1b chromo inh	BAZ2B block	Tb PGK inh
37	CCc1ccc(Nc2nnc(SCC(=O)Nc3ccc(C(=O)O)cc3)s2)cc1	-8%	-16%	36%	-12%	-11%
38	Cn1nnnc1SCC1=C(C(=O)O)N2C(=O)[C@@H](NC(=O)[C@H](O)c3ccccc3)[C@H]2SC1	3.2µM*	22µM*	?	50µM*	?
39	Cc1noc(C)c1S(=O)(=O)N(C)C[C@H]1OCc2cnnn2CCCC(=O)N([C@H](C)CO)C[C@H]1C	·	·	·	·	i
40	CN(CCc1ccccn1)C(=S)Nc1ccc(Cl)c(Cl)c1	-4%	-15%[11.4 µM]	16%	-34%	-8%
41	COc1ccc(NC(=O)CN(C)C(=O)COc2ccccc2Cc2ccccc2)cc1	-5%	-22%	0%	-3%	-1%
42	CN(CCN1CCc2ccccc2C1)Cc1nc(Cc2ccccc2F)no1	4%	-15%	13%	-15%	-9%
43	O=C(NC(=S)Nc1nc2c(ccc3ccccc32)s1)c1cccs1	31%[activator]	?	?	-1%	-8%
44	Cc1ccc(NS(=O)(=O)c2cc(C(=O)N3CCOCC3)ccc2C)cc1	-6%	-11%	34%[activator]	-4%	2%
45	COC(=O)c1cc(OC)c(OC)cc1-n1cnc2cc(OC)c(OC)cc2c1=O	-3%	-23%	3%	10%	·
46	CC1CCN(S(=O)(=O)c2ccc3[nH]ccc3c2)CC1	-2%	-7%	38%[activator]	2%	i
47	CCOc1cc(S(=O)(=O)Nc2ccc(Cl)cn2)ccc1F	4%	4%	24%	-7%	7%

entry	G9a block	GLS inh	Pol eta inh	PI4K2A block
37	4%[59 µM]	15%	-7%	-4
38	13µM*	10µM*	1.3µM*	-13
39	·	-7%	-13%	2
40	18%[12.7 µM]	1%	-14%	-3
41	10%[12.7 µM]	-4%	-22%	-5
42	2%	-12%	-12%	-3
43	-18%[59 µM]	-4%	-17%	2
44	0%	23%	-10%	0
45	10%[59 µM]	2%	6%	5
46	16%[59 µM]	-11%	-14%	-2
47	-32%[59 µM]	13%	-9%	7

# Compound activity from PubChem.
